# Hep lipid drop – modulators of hepatic lipid droplet formation; AML12 mouse hepatocytes, oleate lipid droplets, BODIPY imaging; inhibition, % at 6.5 µM; 240,000 tested, 0.4% active;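 active = lipid droplet intensity inhibited by at least 50%, with more than 500 cells counted; inconclusive = wells with under 300 cells, treated as cytotoxic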
#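 material = mouse AML12 hepatocyte cell line, fixed after treatment | also added = 100 µM oleic acid challenge | doses = compound at 6.5 µM only | schedule = overnight exposure | technique = Image-based BODIPY and DAPI two-channel analysis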
# WT yeast gro inh – growth inhibition of WT yeast, mitochondrial fusion screen; mitochondrial fusion phenotypic screen, WT strain; inhibition, % at 10 µM; 190,000 tested, 2.1% active; in the data active = inhibition above about 58%; tested in S. cerevisiae
# Myeloid diff 2 – promotes myeloid progenitor differentiation | 360,000 tested, 1% active | calls only at 10 µM | ER-HoxA9 myeloid progenitors, lysozyme-GFP differentiation, flow cytometry;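 active = normalized GFP-positive differentiation at or above the plate's own cutoff, the solvent-only control mean plus 3 SD; inconclusive = no clear call, values can overlap the other calls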;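 also: cells exposed to compound for four days before flow analysis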
# Autophagy mod – alters autophagy in cells. 190,000 tested, 0.98% active. MEF GFP-LC3 puncta imaging; test concentration mostly 10 µM. calls only at 10 µM (by protocol);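 active = percentage of spot-positive cells more than 3 SD above its plate mean, without a fluorescence outlier flag or 80% toxicity; inconclusive = no clear call, values can overlap the other calls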;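 also: spot-positive cell cutoff set from DMSO-treated cells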
# Ins promoter up – MIN6 insulin promoter up-regulation. MIN6 insulin promoter-GFP reporter, high-content imaging; stronger effect = higher value. z-score at 5 µM. 190,000 tested, 0.3% active. AID 1625;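 active = z-score above 3 at 5 µM with at least 500 cells counted in the well; inconclusive = wells under 500 cells, flagged as cytotoxic or low count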
# West Nile antiviral – inhibition of WNV-induced cytopathic effect – cell-based, CPE readout (AID 1621). 290,000 tested, 0.02% active. West Nile virus-infected cells, CPE inhibition; higher % means a stronger effect. CPE inhibition, % at 10 µM; hits with a dose series show IC50 in µM; in the data active = a potency from the dose series; inconclusive = CPE inhibition mostly from about 3.7% at the one dose, without a potency; inactive = the rest, 99 in 100 with CPE inhibition below about 2.2%; also: strong numbers were not always called active
# MT stabilizer – microtubule stabilizers in HeLa cells; % tubulin-high responders, % at 10 µM; 200,000 tested, 0.83% active; AID 2205; HeLa tubulin immunostaining HCS, 24 h; share of cells brighter than vehicle mean+2SD;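 active = plate Z-score above 3 for both tubulin-high and condensed-nucleus cell shares, with cell loss under 80%, at 10 µM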;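 also: anti alpha tubulin signal scored within the nucleus-defined area of each cell; some results filed as inactive read as strong as hits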
# b-catenin transl – beta-catenin nuclear translocation modulation; HeLa beta-catenin nuclear translocation, immunofluorescence imaging; nuclear translocation activity, % at 5 µM; 190,000 tested, 0.3% active; AID 1665;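 active = nuclear translocation activity above 50% at 5 µM, with a well cell count of 50 or more; inconclusive = wells under 50 cells across six images, flagged as toxic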;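 also: per-cell ratio of nuclear to cytoplasmic median beta-catenin stain intensity; plate controls were DMSO negative control for no effect and GSK-3 inhibitor IX positive control for full effect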
#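 Test system: HeLa cells, endogenous beta-catenin; Compound: single 5 µM dose plus 0.02–20 µM confirmation series; Times: compound exposure 24 h at 37°C; Signal: fluorescence imaging of beta-catenin antibody stain plus DAPI; Read-out: % activation, nuclear-to-cytoplasmic median beta-catenin signal ratio per cell.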
# T cell HTS – modulates CD8 T cell binding to vesicles; AID 2052; 2C CD8+ T cell-vesicle binding, flow cytometry; stronger effect = lower value; calls only at 7 µM; 330,000 tested, 0.068% active;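 active = response, share of CD8 T cells binding vesicles, and their 90th percentile fluorescence all below set limits, cut at about 80% in these data, passing the limit was not always enough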
#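 Test system: purified 2C TCR transgenic mouse naive CD8+ T cells. Probe or stimulus: QL9-peptide-loaded Drosophila micro-vesicles bearing Ld, ICAM-1 and B7-1. Incubation: binding step 1.5 h, 37 °C, antibody labelling 20 min, ice. Measured by: flow cytometry of vesicle-bound cells.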
# WT yeast gro inh mutant strain – also measured in WT yeast gro inh; calls as there; inhibition, %; mitochondrial fusion phenotypic screen, mutant strain inhibition
# Ins promoter up cell count – recorded beside Ins promoter up, whose call it bears; cell count; measured here: cytotoxicity, nuclei count;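 total cells summed across four imaged fields per well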
# Hep lipid drop cells 6.5 µM – second read-out of Hep lipid drop, no call of its own (marks repeat the call); cell count; measured here: cell count, cytotoxicity flag;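 cells counted across two imaged fields per well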
# b-catenin transl cell count 5 µM – recorded beside b-catenin transl, whose call it bears; cell count; measured here: cell count, cytotoxicity flag
# T cell HTS vesicle-bound % – second read-out of T cell HTS, no call of its own (marks repeat the call); double positive events, %; measured here: CD8+ vesicle-bound cell fraction;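 binding gate set so that unloaded-vesicle control wells show 10% double positive cells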
# MT stabilizer Hoechst-high % – further read-out of MT stabilizer, marked with its call; % Hoechst-high responders; measured here: nuclear condensation Hoechst responders;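 share of cells brighter than vehicle mean plus two SD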
# MT stabilizer cytotoxicity % – recorded beside MT stabilizer, whose call it bears; toxicity, %; measured here: cytotoxicity by cell density;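 0% = mean cell density of plate MIN control wells and 100% = no cells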
# Autophagy mod cell loss 18 h – further read-out of Autophagy mod, marked with its call; toxicity, %; measured here: cell loss, nuclei count;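 cell loss after 18 h compound exposure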
# Myeloid diff 2 GFP+ MAC1+ % – also measured in Myeloid diff 2; calls as there; GFP+ MAC1+ double positive, %; measured here: differentiation confirmed by MAC1 staining
# The depositor's hits bear a star; i = inactive; ? = inconclusive; · = no result given; + = active, no number.
# A first look (3 entries):
SMILES,Hep lipid drop,Hep lipid drop cells 6.5 µM,WT yeast gro inh,WT yeast gro inh mutant strain,Myeloid diff 2,Myeloid diff 2 GFP+ MAC1+ %,Autophagy mod,Autophagy mod cell loss 18 h,Ins promoter up,Ins promoter up cell count,West Nile antiviral,MT stabilizer,MT stabilizer Hoechst-high %,MT stabilizer cytotoxicity %,b-catenin transl,b-catenin transl cell count 5 µM,T cell HTS,T cell HTS vesicle-bound %
CCCOc1ccc(NC(=O)C2CCCNC2=O)cc1 (stereo unspecified),-0.4,786,11.3,2.4,i,0.8,i,-1.4,-0.4,1310,-0.3%,0.9,1.5,31.7,-2.7,1167,i,20.8
CCOC(=O)/C(=C\c1ccc(OC)c(OC)c1)C(=O)c1cccnc1,-3.1,817,·,·,i,0.5,·,·,·,·,-0.2%,·,·,·,·,·,i,21.3
Cc1c(OCC(=O)NCCN2CCOCC2)ccc2c1oc(=O)c1ccccc12,5.8,703,·,·,i,0.0,·,·,·,·,-0.5%,·,·,·,·,·,i,23.2

# Main list, previewed entries included:
SMILES,Hep lipid drop,Hep lipid drop cells 6.5 µM,WT yeast gro inh,WT yeast gro inh mutant strain,Myeloid diff 2,Myeloid diff 2 GFP+ MAC1+ %,Autophagy mod,Autophagy mod cell loss 18 h,Ins promoter up,Ins promoter up cell count,West Nile antiviral,MT stabilizer,MT stabilizer Hoechst-high %,MT stabilizer cytotoxicity %,b-catenin transl,b-catenin transl cell count 5 µM,T cell HTS,T cell HTS vesicle-bound %
CCCOc1ccc(NC(=O)C2CCCNC2=O)cc1 (stereo unspecified),-0.4,786,11.3,2.4,i,0.8,i,-1.4,-0.4,1310,-0.3%,0.9,1.5,31.7,-2.7,1167,i,20.8
CCOC(=O)/C(=C\c1ccc(OC)c(OC)c1)C(=O)c1cccnc1,-3.1,817,·,·,i,0.5,·,·,·,·,-0.2%,·,·,·,·,·,i,21.3
Cc1c(OCC(=O)NCCN2CCOCC2)ccc2c1oc(=O)c1ccccc12,5.8,703,·,·,i,0.0,·,·,·,·,-0.5%,·,·,·,·,·,i,23.2
Cc1ccc(/C=N\NC(=O)c2cc([N+](=O)[O-])cc([N+](=O)[O-])c2)o1,20.2,530,-6.9,2.7,i,0.1,i,-10.6,·,·,-0.6%,5.8,1.5,10.4,-0.7,972,i,51.7
CCCCc1ccc(S(N)(=O)=O)cc1,36.5,686,-4.0,9.5,i,0.1,i,-1.9,-1.07,1266,-0.4%,3.8,1.7,4.9,0.5,1112,i,56.9
S=c1[nH]nc(-c2cccnc2)n1/N=C/c1ccccc1,-18.3,703,·,·,i,0.5,·,·,-0.37,1159,0.4%,·,·,·,0.4,1317,i,32.0
CCCNC(=O)/C=C/C(=O)O,30.0,676,3.5,29.4,i,0.1,i,-12.3,·,·,1.3%,0.7,1.6,9.8,-0.5,1072,i,60.2
CC(C)c1ccc(/C=C/C(=O)NC2CCCCC2)cc1,-0.7,629,3.9,-11.9,i,0.6,i,7.0,0.37,1347,-1.0%,1.6,2.2,3.9,·,·,i,47.2
COc1ccc(CCNC(=O)c2ccc3c(c2)NC(=O)C(N2CCOCC2)S3)cc1OC (stereo unspecified),·,·,10.7,-0.8,i,0.7,i,-6.7,1.12,975,0.3%,3.9,4.1,10.6,0.0,1413,i,37.9
CCC1(c2ccccc2)NC(=O)N(CC(=O)NCc2ccncc2)C1=O (stereo unspecified),-16.5,788,·,·,i,0.6,·,·,·,·,0.1%,·,·,·,·,·,i,35.7
CCCCc1ccc(-n2nnnc2SCC(=O)Nc2cc(OC)c([N+](=O)[O-])cc2C)cc1,8.1,633,21.4,15.4,i,0.6,i,8.7,-0.69,1019,-1.3%,2.5,3.1,2.1,0.3,505,i,11.9
CC(C)Nc1nnc(SCC(=O)c2c(N)n(Cc3ccccc3)c(=O)n(C)c2=O)s1,·,·,12.7,0.4,i,1.6,i,-4.1,-0.14,1604,-0.2%,2.5,1.9,0.7,0.3,1325,i,33.1
Nc1ccc(-c2nc3c(Cl)cc(N)cc3[nH]2)cc1,·,·,13.6,23.2,i,0.6,i,-20.6,-0.3,1441,0.3%,7.0,4.2,2.7,·,·,i,38.0
CCCCOc1ccc(C2C3CN(C(=O)OCC)CC=C3C(C#N)=C(N)C2(C#N)C#N)cc1OC (stereo unspecified),-9.1,694,61.9*,20.2*,i,0.8,i,-3.9,1.13,982,-0.2%,1.9,2.0,17.6,·,·,i,11.2
O=C(N/N=C/c1ccsc1)c1ccc2ccccc2n1,-9.5,625,-8.9,-4.7,i,0.3,i,-6.4,0.07,1225,0.4%,3.3,2.8,1.8,3.0,1057,i,58.0
CCOC(=O)/C(C#N)=C/c1ccc(OC(=O)c2ccco2)c(OCC)c1,-5.3,609,3.5,3.7,i,0.5,i,11.6,-0.55,1522,-0.2%,1.7,2.7,5.7,0.5,1049,i,65.0
CCc1ccc(C(=O)C(C)OC(=O)Cc2n[nH]c(=O)c3ccccc23)cc1 (stereo unspecified),-33.7,675,·,·,+,7.0*,·,·,·,·,1.8%,·,·,·,·,·,i,22.3
Cc1cc(NC(=O)CN(C)C)c([N+](=O)[O-])cc1C,8.8,688,-12.3,6.7,i,0.2,i,-2.1,0.07,1019,0.0%,6.4,1.7,3.6,-0.8,1106,i,11.1
Cc1ccc(C2C(C(=O)c3sc(C)nc3C)=C(O)C(=O)N2CCN(C)C)o1 (stereo unspecified),1.5,642,4.5,3.1,i,2.9,i,-0.9,1.29,1696,-0.4%,2.8,2.3,29.3,-1.9,1057,i,49.8
Cc1ccc(Cl)cc1NC(=O)CNC(=O)N1CC(=O)Nc2ccccc21,-0.4,786,·,·,i,0.0,·,·,·,·,0.4%,·,·,·,·,·,i,30.8
Cc1nn(CC(=O)NCCc2ccc(Cl)cc2)c(=O)c2cccn12,5.4,684,·,·,i,4.9,·,·,·,·,-0.1%,·,·,·,·,·,i,15.1
O=C(Nc1ccc(Cl)cc1C(=O)N1CCOCC1)c1ccco1,23.7,670,-12.4,-2.9,i,7.4,i,-5.2,-0.63,1918,-0.2%,5.1,2.2,5.8,-0.2,1074,i,11.5
C(=N\Nc1nc2ccccc2[nH]1)/c1c[nH]c2ccccc12,14.6,709,-5.5,-12.6,i,0.3,i,5.1,-1.74,1026,1.5%,4.9,1.9,2.1,2.4,767,i,46.2
CCCC(=O)N(c1ccc2oc(=O)sc2c1)S(=O)(=O)c1cccs1,·,·,9.6,-3.7,i,1.0,i,20.4,0.38,1393,-0.2%,3.4,2.9,2.7,-1.7,986,i,46.6
CCC(Oc1cccc(Cl)c1)C(=O)N1CCCN(C)CC1 (stereo unspecified),27.4,672,·,·,i,0.6,·,·,·,·,-0.1%,·,·,·,·,·,i,11.9
COc1cccc(CNC(=O)CCc2nnc(C3CCCCC3)o2)c1,17.4,681,3.0,3.8,i,0.2,i,-22.3,0.78,1440,1.3%,3.4,1.8,0.9,0.1,1036,i,3.3
COc1cccc(N(CC(=O)NC2CCCC2)C(=O)Cn2nnc(-c3ccc(C)o3)n2)c1,-27.3,774,·,·,?,·,·,·,·,·,-1.4%,·,·,·,·,·,i,28.6
CN(C(=O)c1cncc(Br)c1)C1C2CC3CC(C2)CC1C3 (stereo unspecified),0.9,820,·,·,i,0.2,·,·,·,·,-1.0%,·,·,·,·,·,i,62.5
O=C(CSc1nnc(-c2cccnc2)o1)Nc1ccccn1,-4.8,758,-9.6,-3.3,i,0.9,i,8.3,-0.84,1252,0.3%,2.9,2.2,2.5,-1.2,1105,i,13.0
CN(Cc1nc(-c2ccccn2)no1)S(=O)(=O)c1ccccc1,-14.4,763,-6.9,-8.1,i,1.2,i,-1.4,·,·,-0.1%,2.0,1.9,5.8,·,·,i,57.2
CCN1CCN(c2ncnc3sc(C(=O)Nc4ccccc4F)c(C)c23)CC1,·,·,-9.5,-16.1,i,0.4,i,-4.8,-0.71,1074,-0.2%,6.5,2.5,6.9,-5.5,978,i,47.1
CCC1CCCCN1C(=O)Nc1cccc(NC(=O)N2CCCCC2CC)c1 (stereo unspecified),-12.4,643,-3.3,-4.7,i,3.6,i,11.1,1.38,1009,-0.1%,1.5,1.9,14.4,-2.4,1101,i,46.6
COc1ccc(C(=O)Nc2ccccn2)cc1,-15.0,739,11.2,8.3,i,0.9,i,3.3,·,·,·,2.8,1.7,4.8,1.9,1109,i,41.7
CN1/C(=C\C=Nc2cc(S(=O)(=O)N3CCOCC3)ccc2N2CCOCC2)C(C)(C)c2ccccc21,-1.0,629,4.1,16.1,i,0.5,i,23.7,-0.02,1321,0.7%,3.2,3.1,2.7,-2.4,1089,i,54.4
O=[N+]([O-])c1ccc(Sc2n[nH]c(-c3ccco3)n2)nc1,-0.5,734,-3.9,-1.1,i,0.8,i,4.9,0.05,1532,0.1%,2.3,1.7,7.3,1.8,911,i,62.3
O=c1[nH]c(C2C3CC4CC(C3)CC2C4)nc2ccccc12 (stereo unspecified),9.2,642,15.6,23.8,i,0.1,i,8.9,-0.17,1373,-1.5%,3.6,2.4,5.7,-0.6,985,i,39.3
CCOC(=O)C(NS(=O)(=O)c1ccc(C)cc1)(C(F)(F)F)P(=O)(OCC(C)C)OCC(C)C (stereo unspecified),-17.2,642,12.8,2.8,i,0.2,i,1.4,0.09,1248,-0.1%,3.0,2.4,7.1,0.0,557,i,22.5

# Bioassay records deposited in PubChem by several laboratories.
